Compound activity (PubChem)
aGal spleen mod: inhibits or activates alpha-galactosidase in human spleen homogenate; AID 2107; Potency, µM (titrated, usually from 80 µM), for inactives: top-dose activity change, negative = inhibition, actives largely listed as inhibitors; 0.008% of 240,000 active; human spleen homogenate, 4MU-alpha-Gal fluorescence, 40 min;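 note: potency is the fitted concentration of half-maximal effect; 0% = enzyme with vehicle and -100% = no enzyme basal signal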
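Fluorogenic readout (Ex 365/Em 440 nm) of 4-methylumbelliferone released from 1 mM 4-MU-alpha-galactoside by spleen homogenate, 40 min at 37C, pH 5.0. Data normalized to no-enzyme and enzyme controls; Hill-equation AC50 from compound titrations.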
LMNA splice mod: changes lamin A minigene splicing in HeLa cells. HeLa LMNA splicing GFP/RFP minigene ratio, 48 h. Potency, µM (series often up to 46.1 µM), without a hit: at the highest dose ratio change, negative = inhibition, hits mostly inhibitors. 0.01% of 200,000 active. AID 1487; active = well fitted inhibition curve with a large enough effect in the signal ratio, with a control signal flat, not every such curve was filed as active; inconclusive = small, poorly fitted or top-dose-only effect, or effect the other way, or a change in a side signal; the % refers to the signal ratio; note: potency is the fitted concentration of half-maximal effect; % is set by controls: 0 for no effect and ±100 for the full control effect
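S3 HeLa cells stably expressing lamin A-EGFP splicing minigene plus DsRed2, 600 cells/well, 48 h compound exposure at 37C. Laser-scanning cytometry; analysed as GFP (500-530 nm)/RFP (575-640 nm) total intensity ratio; 0.5% DMSO vehicle.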
KinaseGlo FLuc: counter-screen: inhibitors of Kinase-Glo firefly luciferase. AID 1379. 0.28% of 200,000 active. Q27757. Kinase-Glo luciferase, ATP luminescence, 8 min. Potency, µM (highest dose often 38.3 µM), inactives show at the highest dose activity change, negative = inhibition, most hits filed as inhibitors; note: potency is the fitted concentration of half-maximal effect; % is set by controls: 0 for no effect and ±100 for the full control effect; nearly all actives have a fitted effect of over 60% in size
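Inhibition of Kinase-Glo luciferase light generation was assessed at 10 uM ATP in pH 7.2 imidazole buffer, with luminescence measured after eight minutes at ambient temperature.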
CBFb-RUNX1 inh: CBF-beta/RUNX1 interaction disruption | Q01196+Q13951 | AlphaScreen CBFb-His/RUNX1-biotin binding, biochemical | AID 1477 | 230,000 tested, under 10 active | Potency, µM (doses to about 59.8 µM), inactives show at the highest dose activity, negative = inhibition, actives largely listed as inhibitors; note: % of control where 0% means no effect
Target sequence (Q01196 whole entry, looked up): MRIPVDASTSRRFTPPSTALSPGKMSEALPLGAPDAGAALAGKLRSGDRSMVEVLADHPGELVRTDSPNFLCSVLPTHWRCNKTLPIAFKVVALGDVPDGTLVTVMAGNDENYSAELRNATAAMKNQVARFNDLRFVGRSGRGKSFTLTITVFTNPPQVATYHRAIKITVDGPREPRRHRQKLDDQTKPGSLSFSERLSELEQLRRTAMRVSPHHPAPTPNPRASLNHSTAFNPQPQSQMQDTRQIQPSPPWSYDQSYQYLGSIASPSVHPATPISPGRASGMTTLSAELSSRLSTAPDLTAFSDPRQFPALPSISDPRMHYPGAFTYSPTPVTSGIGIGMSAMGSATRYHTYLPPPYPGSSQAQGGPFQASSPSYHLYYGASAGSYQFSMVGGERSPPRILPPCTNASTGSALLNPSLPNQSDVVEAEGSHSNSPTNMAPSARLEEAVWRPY
Target sequence (Q13951 whole entry, looked up): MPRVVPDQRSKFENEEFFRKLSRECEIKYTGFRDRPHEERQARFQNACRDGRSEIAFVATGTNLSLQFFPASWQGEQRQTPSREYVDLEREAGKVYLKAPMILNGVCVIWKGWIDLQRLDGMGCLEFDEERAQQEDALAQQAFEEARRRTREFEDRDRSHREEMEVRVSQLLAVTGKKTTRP
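Interaction loss through any mechanism counts as activity. Pre-formed complex of His-CBF-beta and biotin-RUNX1 (30 nM apiece) is incubated with compound 15 min, then with 50 ng nickel and 50 ng streptavidin beads for 90 min before AlphaScreen detection.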
Epigenetic derep: epigenetic control regulation, reporter derepression | murine LDR cells, GFP reporter derepression, 30 h | Potency, µM (doses to about 53.9 µM), without a hit: at the top dose GFP activation, actives largely listed as activators | 0.2% of 280,000 active | AID 1865; note: potency is the fitted concentration of half-maximal effect; % of control where 0% means no effect; nearly all actives have a fitted effect of over 60% in size
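Murine LDR cells carrying a silenced, genomically integrated CMV-driven GFP reporter were exposed to compound for 30 hours at 37 C. After PBS washes, GFP-positive cells (20–120 um objects) were counted by laser-scanning microplate cytometry.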
NPSR antagonist: antagonists of human neuropeptide S receptor cAMP signaling; Q6W5P4; CHO-NPSR cells, cAMP TR-FRET, antagonist mode; Potency, µM (series often up to 38.3 µM), without a hit: at the highest dose activity change, negative = inhibition, hits mostly inhibitors; 1% of 220,000 active; note: potency is the fitted concentration of half-maximal effect; % is set by controls: 0 for no effect and ±100 for the full control effect; nearly all actives have a fitted effect of over 50% in size; many of its hits are not listed in these tables
Target sequence (Q6W5P4 whole entry, looked up): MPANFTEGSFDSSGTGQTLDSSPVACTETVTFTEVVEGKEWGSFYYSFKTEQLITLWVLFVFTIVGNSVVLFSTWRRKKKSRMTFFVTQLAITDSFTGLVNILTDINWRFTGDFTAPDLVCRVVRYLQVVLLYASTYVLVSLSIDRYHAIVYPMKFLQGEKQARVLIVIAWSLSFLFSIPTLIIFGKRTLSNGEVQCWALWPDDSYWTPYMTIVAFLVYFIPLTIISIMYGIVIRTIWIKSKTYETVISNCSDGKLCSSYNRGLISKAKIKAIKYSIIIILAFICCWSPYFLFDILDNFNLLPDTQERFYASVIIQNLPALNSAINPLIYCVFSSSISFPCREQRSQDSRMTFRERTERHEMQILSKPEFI
IMPase Li inh: cell-permeable IMPase inhibitors with lithium potentiation; Potency, µM (series often up to 59.4 µM), for inactives: at the top dose activity, negative = IMPase inhibition, usual class: inhibitors; CHO-M1 cells, IP1 TR-FRET (IP-One), carbachol + lithium; 0.35% of 210,000 active; AID 1457;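 note: IP1 builds up when IMPase is blocked and the TR-FRET signal falls; potency is the fitted concentration of half-maximal effect; plate controls were basal vehicle for no effect and high inhibitor control for full effect; nearly all actives have a fitted effect of over 50% in size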
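CHO-M1, 2000 cells/well, 16–30 h culture; cpd + low Li+, 30 min 37C; lysis with d2-IP1/Eu-anti-IP1 Ab, 10 min RT; TR-FRET 665/620 ratio and 620 channel; AC50 via Hill.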
Active calls of the source: *; ? = inconclusive; . = not tested or not shown; & = joins results of further samples; [ ] = remark or other dose. Unless noted, calls come from the whole dose curve; as a rule, active = well fitted curve in the direction sought with a large enough effect; inconclusive = small, poorly fitted or top-dose-only effect, or another doubt; inactive = no such curve, though single readings can be large; an effect the other way counts as inactive or inconclusive. This is a subset, so the mix of outcomes need not match the whole.

The first two records (preview)
| molecule | aGal spleen mod | LMNA splice mod | KinaseGlo FLuc | CBFb-RUNX1 inh | Epigenetic derep | NPSR antagonist | IMPase Li inh |
| --- | --- | --- | --- | --- | --- | --- | --- |
| COCCn1c(C)cc(C(=O)COC(=O)CCN2C(=O)c3ccccc3C2=O)c1C | 11% | -17% | -1% | 9% | 0.0% | -13%[46.1 µM] | -2% |
| CCCN(CCC)C(=O)CC(c1ccccc1)c1cc(Br)ccc1O (centres undefined) | -7% | ? | -1% | 1% | 1.9% | ? | 41%[activator][38.3 µM] |

The list itself, from the start:
| molecule | aGal spleen mod | LMNA splice mod | KinaseGlo FLuc | CBFb-RUNX1 inh | Epigenetic derep | NPSR antagonist | IMPase Li inh |
| --- | --- | --- | --- | --- | --- | --- | --- |
| COCCn1c(C)cc(C(=O)COC(=O)CCN2C(=O)c3ccccc3C2=O)c1C | 11% | -17% | -1% | 9% | 0.0% | -13%[46.1 µM] | -2% |
| CCCN(CCC)C(=O)CC(c1ccccc1)c1cc(Br)ccc1O (centres undefined) | -7% | ? | -1% | 1% | 1.9% | ? | 41%[activator][38.3 µM] |
| Cc1ccc(CNC(=O)C2CCC(=O)N2CCc2ccccc2)cc1 (centres undefined) | -1% | 3% | 1% | 2% | -1.0% | 2%[46.1 µM] | 8%[38.3 µM] |
| Cc1[nH]n(-c2ccccc2)c(=O)c1CCO | 4% | . | 1% | 1% | 1.5% | 1% | 4% |
| O=C(CSc1nc2ccccc2o1)Nc1ccccc1 | -20% | -2% | 1% | 12% | -1.0% | -1%[46.1 µM] | 18%[38.3 µM] |
| CC(=O)c1ccccc1NC(=O)COC(=O)/C=C/c1ccc(C)o1 | 16% | -7%[46 µM] | 2% | 2% | 4.8% | -12% | 19% |
| c1ccc(C(c2ccccc2)N2CCCC3(CCNCC3)C2)cc1 | 0% | . | 1% | . | . | . | 34% |
| COc1cc(/C=C/C(=O)NC(C)C)ccc1OCc1ccccc1 | -3% | 1% | 1% | 5% | 1.0% | 2% | 6% |
| Cc1ccc(-c2cc(=O)c3ccccc3[nH]2)cc1 | 0%[181 µM] | ? | 0%[39.9 µM] | -17%[136 µM] | 4.5%[96.6 µM] | 12% | 9%&13% |
| C=CCC(NCc1ccco1)c1ccc(OC)cc1 (centres undefined) | -5% | 15% | -3% | -3% | -1.1% | -4%[46.1 µM] | -16%[38.3 µM] |
| COc1ccc2sc(N3C(=O)CC(Cc4cccc(C)c4)C3=O)nc2c1 (centres undefined) | 0% | 7% | -3% | -1% | -1.1% | -10%[46.1 µM] | 4%[38.3 µM] |
| N/C(=N\OC(=O)c1ccccc1[N+](=O)[O-])c1cccnc1 | -6% | -9% | -1% | 7% | 0.0% | -6%[46.1 µM] | 17%[38.3 µM] |
| CC(C)CCn1c(NCCc2ccccc2)nc2c1c(=O)n(C)c(=O)n2C | 11% | . | . | 3% | 1.1% | -35% | . |
| COc1ccc(N(C(=O)Cn2nnc(-c3ccccc3F)n2)C(C(=O)NCC2CCCO2)c2ccc(Cl)cc2)cc1 (centres undefined) | -1% | ? | 0% | 25% | -4.2% | 24% | 2% |
| CC(C)(C)n1nc2c(c1NC(=O)COc1ccccc1F)CS(=O)(=O)C2 | 3% | -4%[46 µM] | 2% | 4% | 2.5% | 5% | 1% |
| Cc1cc(SCCC(=O)O)nc2ccccc12 | 13% | 2% | -2% | -1% | -1.0% | 14%[7.67 µM] | 11µM* |
| Cc1ccc(S(=O)(=O)/N=C2/NC(=O)/C(=C\c3ccco3)S2)cc1 | -8% | -9% | 1% | -15% | -1.2% | -10%[46.1 µM] | 0%[38.3 µM] |
| Cc1cccc(NC(=O)COC(=O)c2cc(C)oc2C)c1 | 15% | 12%[46 µM] | 2% | 1% | 1.1% | 5% | -4% |
| CCCCNC(=O)COC(=O)c1c2c(nc3ccccc13)/C(=C/c1cccs1)CC2 | -3% | -11% | -13% | 2% | ? | -49% | ? |
| COC(=O)c1ccc(NC(=O)CSc2nnc(-c3ccccc3)n2C)cc1 | -1% | -7% | -2% | 4% | -0.8% | -6%[46.1 µM] | 4% |
| COc1ccc(S(=O)(=O)N2CCc3ccccc3C2)cc1OC | 8% | 11% | 2% | 9% | -4.1% | ? | 1%[38.3 µM] |
| Cc1cc(-c2nnc3n2N=C(c2ccc(-c4ccccc4)cc2)CS3)n[nH]1 | -4% | ? | . | 12% | 2.1% | ? | . |
| O=C(Nc1cc(Cl)cc(Cl)c1)C(NCCCO)c1ccccc1 (centres undefined) | -4% | -17%[46 µM] | 1% | 13% | 3.2% | -8% | 2% |
| CS(=O)(=O)Nc1cccc(C2=NN(S(=O)(=O)c3ccc(F)cc3)C(c3cccs3)C2)c1 (centres undefined) | -15% | -13% | 0% | ? | -0.5% | -28% | 10% |
| O=C(CN1C(=O)/C(=C\C=C\c2ccccc2)SC1=S)Nc1ccc(F)cc1 | 6% | 2% | -2% | 3% | -1.3% | -28% | 3% |
| CC(C)CO/C(=N/S(=O)(=O)c1ccccc1)c1ccccc1 | -17% | -3% | -2% | -1% | -1.7% | -6%[46.1 µM] | 42%[activator][38.3 µM] |
| O=C(Nc1ccc(Cl)c([N+](=O)[O-])c1)ONC1=NCCCCC1 | 3% | . | -1% | -13% | -1.4% | 7% | 4% |
| CCOC(=O)c1sc2ncnc(N3CCN(c4ccc(OC)cc4)CC3)c2c1C | -2% | 10% | -2% | 1% | -1.1% | ? | 12%[38.3 µM] |
| COc1ccc(OC)c(/C=N/NC(=O)c2cnccn2)c1 | -6% | . | . | 10% | 0.1% | 16% | . |
| CS(=O)(=O)c1ccccc1C(=O)NC1CCCc2ccccc21 (centres undefined) | 2% | ? | -1% | 7% | -1.6% | 2% | 0% |
| CN(C)c1cccc2c(C=C(C#N)C#N)ccc(N(C)C)c12 | -1% | ? | ? | 4% | -1.9% | -31% | 9% |
| CCOc1ccc(-c2nnc(N)s2)cc1 | -7% | 1% | -6% | 7% | 0.0% | -7%[46.1 µM] | 0%[38.3 µM] |
| CSC(=NCc1cccnc1)NS(=O)(=O)c1cccs1 | -2% | 4% | -1% | -1% | -1.0% | -1%[46.1 µM] | 22%[38.3 µM] |
| CS(=O)(=O)N1CCc2cc(C(=O)N3CCOCC3)ccc21 | 2% | -7% | 2% | 7% | -6.9% | 3%[46.1 µM] | 5% |
| CCC(C)(C(=O)NC1CCCC1)N(C(=O)CNC(C)=O)c1ccc(C)cc1 (centres undefined) | 10% | -10% | -1% | 8% | 0.0% | -8%[46.1 µM] | 6%[38.3 µM] |
| CCCCCCCCCCOC(=O)c1csc2nnsc12 | -4% | -9% | 3% | 1% | 0.1% | -9%[46.1 µM] | 9% |
| Cc1ccc(S(=O)(=O)NCCc2ccccc2)cc1 | -1% | -8% | -2% | 10% | 2.0% | 0%[46.1 µM] | 23%[38.3 µM] |
| CC#CCN1c2ccccc2[C@]23C[C@@H](C(=O)OC)N(S(=O)(=O)c4c(C)noc4C)C2=NC(C(=O)OC)=C(C(=O)OC)[C@H]13 | 4%[17.5 µM] | -17%[9.22 µM] | 1%[7.66 µM] | -1%[13.1 µM] | . | . | -7% |
| CCn1ncc(Br)c1C(=O)Nc1cc(C)ccc1F | -3% | ? | 1% | 7% | -0.2% | -8%[46.1 µM] | 2%[38.3 µM] |
| CCS(=O)(=O)N1CCN(c2ccc([N+](=O)[O-])c(N3CCOCC3)c2)CC1 | -3% | ? | 0% | -14% | 0.0% | -5% | -1% |
| O=C(Nc1ccc2c(c1)nc1n2CCN(Cc2ccccc2)C1)c1cccs1 | 0% | 6% | -8% | -6% | 0.0% | -13%[46.1 µM] | 19%[38.3 µM] |
| CCc1ccccc1NC1c2ccccc2C(=O)N1c1cccnc1 (centres undefined) | 2% | 5% | 0% | 6% | -0.2% | -25%[46.1 µM] | -8%[38.3 µM] |
| COc1ccc(-c2c(C(F)(F)F)nn(C)c2NC(=O)c2cccnc2)cc1 | 14% | . | . | 6% | 0.0% | 7% | . |
| CNC(=O)CSc1nnnn1-c1ccc2c(c1)OCCO2 | 8% | -4% | 2% | -11% | -1.0% | 2% | 4% |
| O=C(NC(NCC1CCCO1)C(Cl)(Cl)Cl)c1cccc2ccccc12 (centres undefined) | 7% | -6% | 5% | 14% | 0.4% | -1%[46.1 µM] | -5%[38.3 µM] |
| CS(=O)(=O)Nc1ccc(C(=O)N2CCN(c3ccccc3)CC2)cc1 | -19% | -2% | 1% | 0% | -1.2% | -3%[46.1 µM] | -6%[38.3 µM] |
| CCOC(=O)CNC(=O)C(CO)NC(=O)OCc1ccccc1 (centres undefined) | 4% | 11% | -3% | 1% | 1.0% | -4%[46.1 µM] | 25%[38.3 µM] |
| O=C(O)CCCCCCCCCC[n+]1ccccc1 | 8% | . | . | 9% | -3.1% | -37% | . |
| N/C(=N\NC(=O)Nc1ccc(Cl)cc1)c1ccccn1 | -26% | 8%[46 µM] | . | ? | -1.1% | -15% | . |
| Cc1ccc(CSCCNC(=O)CSc2ccccc2)cc1 | 4% | -1% | -1% | 15% | -1.8% | -8% | -3% |
| Cn1c(=O)c2c(SCC(N)=O)nc(CC(C)(C)C)nc2n(C)c1=O | 4% | -16% | 4% | 3% | -1.6% | -11%[46.1 µM] | 22%[38.3 µM] |
| Clc1ccc(-c2csc(Nc3cccnc3)n2)cc1 | 4% | . | . | 7% | -1.1% | 12% | . |
| CN(C)CC(=O)c1c(N)n(Cc2ccccc2)c(=O)n(C)c1=O | 7% | -25%[46 µM] | 1% | -3% | -3.2% | 19% | 2% |
| O=C(c1ccc(F)cc1)C1CCN(C(=S)NCC2CCCO2)CC1 (centres undefined) | -9% | . | -3% | -7% | -1.9% | -1% | 14% |
| COC(=O)CNC(=O)CN1C(=O)N(c2cccc(Cl)c2)C(N(O)C(=O)Nc2cccc(Cl)c2)C1(C)C (centres undefined) | 3% | ? | 6% | -4% | 0.1% | ? | 46%[activator][38.3 µM] |
| Cc1ccc(S(=O)(=O)N2CCC(C(=O)N[C@H](C(=O)NC3CCS(=O)(=O)C3)C(C)C)CC2)cc1 (some centres undefined) | 8% | 2% | 3% | 7% | -0.9% | 1%[46.1 µM] | -1% |
| O=C(NCCN1CCOCC1)NC1(C(F)(F)F)Oc2ccccc2O1 | -1% | ? | . | 2% | -2.2% | 5%[46.1 µM] | . |
